# Tau fibril FP: qHTS for Inhibitors of Tau Fibril Formation, Fluorescence Polarization; K18 P301L tau heparin fibrillization, Alexa594 FP, 6 h; Potency, µM (top dose mostly 57.7 µM), for the others: at the highest dose activity, negative = inhibition, actives largely listed as inhibitors; actives 0.39% (n = 280,000); AID 1468, 2008; note: % is set by controls: 0 for no effect and ±100 for the full control effect; nearly all actives have a fitted effect of over 55% in size
# Target sequence (P10636 561-689 P618L limits assumed): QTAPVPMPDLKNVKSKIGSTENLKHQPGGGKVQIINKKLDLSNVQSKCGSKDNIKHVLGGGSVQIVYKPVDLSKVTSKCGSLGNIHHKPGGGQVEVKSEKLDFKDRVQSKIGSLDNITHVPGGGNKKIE
#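 FP of Alexa 594-tau after heparin (20 uM) induction. Substrate: human K18 P301L, 15 uM unlabeled, 0.24 uM labeled. Buffer 100 mM sodium acetate pH 7. 6 hr, 37 C.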
# TRb-SRC2 inh: qHTS for Inhibitors of the Interaction of Thyroid Hormone Receptor and Steroid Receptor Coregulator 2. actives 0.065% (n = 280,000). Thyroid hormone receptor beta (Homo sapiens), P10828. TRbeta-SRC2 peptide binding, fluorescence polarization; receptor liganded with 1 µM T3. AID 1469, 2008. Potency, µM (top dose mostly 106 µM), without a hit: at the top dose activity change, negative = inhibition, most hits filed as inhibitors;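 note: plate controls were bound peptide for no effect and peptide without receptor for full effect; nearly all actives have a fitted effect of over 50% in size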
# Target sequence (P10828 whole entry, looked up): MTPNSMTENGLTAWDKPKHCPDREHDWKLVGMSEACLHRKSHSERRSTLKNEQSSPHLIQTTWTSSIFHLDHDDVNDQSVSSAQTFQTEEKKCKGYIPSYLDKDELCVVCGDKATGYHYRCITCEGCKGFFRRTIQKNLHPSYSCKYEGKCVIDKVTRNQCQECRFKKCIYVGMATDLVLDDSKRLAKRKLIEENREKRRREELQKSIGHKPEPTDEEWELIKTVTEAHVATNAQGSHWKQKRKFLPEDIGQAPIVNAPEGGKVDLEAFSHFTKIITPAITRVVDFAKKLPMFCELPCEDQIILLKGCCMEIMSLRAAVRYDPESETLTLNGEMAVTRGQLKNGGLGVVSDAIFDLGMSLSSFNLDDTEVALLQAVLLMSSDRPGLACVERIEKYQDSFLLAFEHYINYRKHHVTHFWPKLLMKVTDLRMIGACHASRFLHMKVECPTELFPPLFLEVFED
#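 Binding of a 20-amino-acid Texas Red SRC2 peptide (20 nM) to TRb ligand-binding domain (0.6 uM) with agonist T3 at 1 uM was followed by fluorescence polarization after a 5 hr room-temperature incubation.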
# Tau ThT inhib: qHTS for Inhibitors of Tau Fibril Formation, Thioflavin T Binding; AID 1460, 2008; actives 2.1% (n = 270,000); Microtubule-associated protein tau (Homo sapiens), P10636; recombinant tau K18 P301L, heparin-induced fibrillization, ThT fluorescence; Potency, µM (highest dose often 57.4 µM), for inactives: top-dose activity, negative = inhibition, usual class: inhibitors; note: % is set by controls: 0 for no effect and ±100 for the full control effect; nearly all actives have a fitted effect of over 55% in size
#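 In this qHTS, human K18 P301L tau is incubated with compound and heparin for 6 hr at 37 C, and Thioflavin T fluorescence then reports fibril load.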
# RECQ1 inh: qHTS Assay for Inhibitors of RecQ-Like Dna Helicase 1 (RECQ1); ATP-dependent DNA helicase Q1 (Homo sapiens), P46063; RECQ1 DNA unwinding, red fluorescence kinetic read; Potency, µM (titrated, usually from 57.3 µM), for inactives: at the highest dose activity, negative = inhibition, hits mostly inhibitors; actives 0.54% (n = 240,000); AID 2549, 2010;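 note: plate controls were vehicle for no effect and no enzyme for full effect; nearly all actives have a fitted effect of over 30% in size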
#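 50 nM RECQ1T1 preincubated 15 min with compound in Tris pH 8.0 buffer with MgCl2, DTT, Tween-20 and 2.5 ug/ml poly(dI-dC); started with 200 nM TAMRA/BHQ-2 forked duplex and 2 mM ATP. Unwinding read as fluorescence (525/598 nm), two reads 2 h apart.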
# HTT ATP protect: qHTS Multiplex Assay to Identify Dual Action Probes in a Cell Model of Huntington: Cytoprotection (ATP); PC12 HTT-Q103 induced, cytoprotection, ATP luminescence, 40 h; Potency, µM (doses to about 56.4 µM), without a hit: cytoprotection (ATP increase), most hits filed as activators; actives 0.14% (n = 230,000); AID 1471, 2008;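 note: % of control where 0% means no effect; nearly all actives have a fitted effect of over 45% in size; toxic huntingtin expression switched on by the ecdysone agonist tebufenozide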
#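 Compounds added alongside 100 nM tebufenozide, which induces toxic Q103 huntingtin exon 1-GFP in stable PC12 cells; surviving cells quantified by luminescent ATP measurement. Medium: phenol red-free DMEM, 5% equine and 5% calf serum.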
# L3MBTL1 inh: qHTS Assay for the Inhibitors of L3MBTL1; Lethal(3)malignant brain tumor-like protein 1 (Homo sapiens), Q9Y468; AlphaScreen L3MBTL1–H3K9me1 peptide binding; Potency, µM (titrated, usually from 57.1 µM), without a hit: at the top dose activity, negative = inhibition, usual class: inhibitors; actives 0.66% (n = 230,000); AID 485360, 2010; note: % is set by controls: 0 for no effect and ±100 for the full control effect; nearly all actives have a fitted effect of over 60% in size
#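 AlphaScreen proximity signal between nickel-chelate acceptor and streptavidin donor beads (final 10 ug/mL) reports binding of 50 nM L3MBTL1 to 75 nM biotin-H3 K9me1 peptide; complex incubated with compounds 30 min at room temperature; cefsulodin titration as control.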
# TR SRC2 fluor cs: Total Fluorescence Counterscreen for Inhibitors of the Interaction of Thyroid Hormone Receptor and Steroid Receptor Coregulator 2. actives 0.29% (n = 280,000). TRb/SRC2 Texas Red total fluorescence interference. Potency, µM (top dose mostly 106 µM), without a hit: at the top dose fluorescence change, negative = quenching. AID 1479, 2009; active = well fitted curve in either direction with a large enough effect; inconclusive = small, poorly fitted or top-dose-only effect; note: % is set by controls: 0 for no effect and ±100 for the full control effect
#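 Flags fluorescent or light-absorbing compounds by total fluorescence, S + 2P, at 555 nm excitation and 632 nm emission. Mixture: 20 nM Texas Red SRC2 peptide, 0.6 uM human TRb LBD, 1 uM T3, 5% DMSO; compound exposure 5 h at ambient temperature.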
# Tau fluor cs: Counterscreen qHTS for Inhibitors of Tau Fibril Formation, Fluorescence Polarization | tau K18 P301L (four-repeat tau fragment) Alexa594 fluorescence, heparin fibrillization | Potency, µM (highest dose often 57.7 µM), inactives show at the highest dose activity change, negative = decrease | actives 0.93% (n = 280,000) | AID 1463, 2008; note: % is set by controls: 0 for no effect and ±100 for the full control effect; nearly all actives have a fitted effect of over 55% in size
#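 Human K18 P301L tau (15 uM unlabeled plus 0.24 uM Alexa 594-labeled, final) in 100 mM sodium acetate pH 7 was mixed with compound and 20 uM heparin and incubated 6 hr at 37 C.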
# * marks the source's active call; other numbers are inactive results; i = inactive; u = inconclusive; x = no result given; & = joins results of further samples; [ ] = remark or other dose. Unless noted, calls come from the whole dose curve; as a rule, active = well fitted curve in the direction sought with a large enough effect; inconclusive = small, poorly fitted or top-dose-only effect, or another doubt; inactive = no such curve, though single readings can be large; an effect the other way counts as inactive or inconclusive. Potency is the fitted concentration of half-maximal effect.
SMILES,Tau fibril FP,TRb-SRC2 inh,Tau ThT inhib,RECQ1 inh,HTT ATP protect,L3MBTL1 inh,TR SRC2 fluor cs,Tau fluor cs
CCOC(=O)C1=C(Nc2ccccc2)CC(C)(O)C(C(=O)OCC)C1c1ccc(Cl)cc1 (configuration not stated),-4.1%,-1.8%,u,-1.3%,15.8%[10 µM],4.2%,-3.2%,-18.9%
CC(=O)c1ccc(NC(=O)Nc2ccc(Cl)cc2)cc1,u,-0.5%,u,i,-31.1%,x,1.3%,u
CCC(C)NC(=O)C1CCN(S(=O)(=O)c2cc([N+](=O)[O-])ccc2Cl)CC1 (configuration not stated),0.6%,10.7%,-3.6%,i,-6.4%[10 µM],9.0%,-0.4%,-7.1%
Cc1ccc(-c2noc(CSc3nnc(-c4ccc(Cl)cc4)n3C)n2)cc1,0.0%,-6.5%,-17.0%,x,x,x,6.1%,-3.4%
Cc1ccc(-c2csc3nc(C)n(N)c(=O)c23)cc1,-1.5%,9.8%,0.5%,i,0.7%[10 µM],-1.3%,-2.9%,1.5%
CN(C)CC(C)(C)CNC(=O)CC1C(=O)NCCN1Cc1ccc(-c2ccccc2)cc1 (configuration not stated),-1.2%,-1.5%[53 µM],-7.4%,20.9%,19.1%[10 µM],-7.1%,4.2%[53 µM],-2.8%
COc1ccc(N2CCN(C(=O)CCNC(=O)Cn3ccc4ccccc4c3=O)CC2)cc1,0.1%,-3.2%,0.0%,-17.0%,23.7%,x,-0.6%,-3.3%
CCOc1ccccc1NC(=S)N(Cc1cc2ccc(C)cc2[nH]c1=O)CC1CCCN1CC (configuration not stated),-1.5%,-11.0%,-10.3%,-11.7%,-5.7%[1.9 µM],-2.0%,-56.8%,-7.8%
Cc1nc2ccccc2n1CC(=O)N/N=C/c1cccnc1,-3.7%,0.2%,-3.9%,i,x,-1.8%,-4.2%,8.4%
O=C(/C=C(\O)c1ccccc1)c1ccccc1O,-0.7%,5.5%,u,i,-23.2%,x,-0.9%,-23.9%
CN(C(=O)CCc1nnc(CCCCc2ccccc2)o1)C1CC(C)(C)NC(C)(C)C1,-4.1%[2.34 µM],-0.5%,0.7%,i,-5.9%[10 µM],-18.8%,-4.2%,-5.7%[2.34 µM]
Cc1ccc(Cn2c(=O)n(Cc3ccccc3)c(=O)c3oc4ccccc4c32)cc1,9.2%,2.7%,-0.9%,x,x,x,-3.2%,-8.2%
CSc1nc2sc3c(c2c(=O)n1-c1ccc(C)c(Cl)c1)CCN(C(C)=O)C3,-13.8%,-7.3%,u,x,x,x,-3.0%,-20.6%
COc1cccc(C(c2sc3nc(-c4ccco4)nn3c2O)N2CCC3(CC2)OCCO3)c1 (configuration not stated),-3.5%,-3.9%,-4.6%,x,x,x,0.8%,-4.4%
O=C1c2ccccc2NC(c2ccc(O)cc2)N1Cc1ccco1 (configuration not stated),11.5%,-10.0%,-4.8%,i,7.3%,x,1.2%,-15.1%
Cc1cccc(CNC(=O)Cn2nc(C)n3c(cc4cc(F)ccc43)c2=O)c1,-6.3%,6.1%,0.5%,x,x,x,-21.8%,-1.1%
CCn1ncc(Br)c1C(=O)NC(C)c1ccccc1 (configuration not stated),-0.4%,10.4%,-5.6%,-6.0%,17.3%[10 µM],9.9%[11.4 µM],1.1%,-6.9%
CCN(CCCNC(=O)C1c2ccccc2C(=O)N(CCOC)C1c1ccc(F)cc1)Cc1ccccc1 (configuration not stated),3.8%,2.3%,-5.5%,-5.8%,-21.3%,u,-0.9%,-3.5%
Cc1cccc(N2CCN(c3nc4ccc(Cl)cc4n4cnnc34)CC2)c1C,-1.7%,11.7%,-14.8%,-7.2%,-47.2%[inhibitor],-2.6%,-0.1%,-14.9%
CCC1=C(OC(=O)N(CC)CC)N2C(=O)OC(=NCCc3c[nH]c4ccccc34)[C@]2(Cc2ccccc2)[C@H]2C1=CC[C@H]1C(=O)NC(=O)[C@H]12,7.1%&9.4%,0.6%&3.7%,-13.2%&-12.9%,-3.6%,-34.2%[inhibitor],x,0.3%&-3.5%,-26.9%&-9.1%
Cc1cc(NC(=O)COc2ccc3oc4ccccc4c3c2)no1,5.3%,2.3%,-13.1%,9.4%,-6.1%[10 µM],9.4%,0.2%,4.9%
CC(C)C[C@@H](CC(=O)N[C@@H](CCCN)CC(=O)N[C@@H]1CCNC[C@H]1C(=O)N[C@H](CC(=O)N[C@@H](CCC(=O)O)CC(=O)O)Cc1ccccc1)NC(=O)[C@@H]1CNCC[C@H]1N,6.9%,1.0%,-14.0%,-12.3%,3.3%[1.9 µM],x,-0.2%,-6.5%
COc1ccc(S(=O)(=O)N(C)C)cc1NCC(=O)Nc1cccc(C#N)c1,-1.2%,7.9%,6.8%,i,x,-4.8%,-0.4%,-10.6%
Cc1noc(C)c1S(=O)(=O)Nc1ccc(C(=O)O)cc1,1.9%,5.2%,-7.7%,16.8%,9.8%,2.0%,-1.5%,-7.9%

# Sorted by count of non-hydrogen atoms (smallest number first): part of the list above
SMILES,Tau fibril FP,TRb-SRC2 inh,Tau ThT inhib,RECQ1 inh,HTT ATP protect,L3MBTL1 inh,TR SRC2 fluor cs,Tau fluor cs
O=C1c2ccccc2NC(c2ccc(O)cc2)N1Cc1ccco1 (configuration not stated),11.5%,-10.0%,-4.8%,i,7.3%,x,1.2%,-15.1%
CSc1nc2sc3c(c2c(=O)n1-c1ccc(C)c(Cl)c1)CCN(C(C)=O)C3,-13.8%,-7.3%,u,x,x,x,-3.0%,-20.6%
COc1cccc(C(c2sc3nc(-c4ccco4)nn3c2O)N2CCC3(CC2)OCCO3)c1 (configuration not stated),-3.5%,-3.9%,-4.6%,x,x,x,0.8%,-4.4%
CCN(CCCNC(=O)C1c2ccccc2C(=O)N(CCOC)C1c1ccc(F)cc1)Cc1ccccc1 (configuration not stated),3.8%,2.3%,-5.5%,-5.8%,-21.3%,u,-0.9%,-3.5%

# The results go on.
SMILES,Tau fibril FP,TRb-SRC2 inh,Tau ThT inhib,RECQ1 inh,HTT ATP protect,L3MBTL1 inh,TR SRC2 fluor cs,Tau fluor cs
CCOc1cc(C(=O)N2CCN(c3ccc(C(C)=O)cc3)CC2)cc(OCC)c1OCC,-1.2%,0.6%,-9.9%,-0.6%,1.6%,x,-0.1%,-5.5%
COc1ccc(NC(=O)C2CCN(C(=O)c3cccs3)CC2)cc1OC,8.6%,-8.7%,-5.2%,10.4%,-8.4%,x,-3.5%,-4.7%
CCCC(=O)Nc1nc2ccc(OC)cc2s1,-4.3%,-6.7%,-2.4%,-3.1%,-5.3%[10 µM],6.2%,-7.7%,-0.1%
CSC1=NCCN1C(=O)c1c(-c2c(F)cccc2Cl)noc1C,-5.0%,-1.8%,1.1%,i,4.3%[10 µM],4.6%,-1.5%,-2.7%
CCCOc1ccc(N2C(=O)CC(NCCNc3ccc([N+](=O)[O-])cn3)C2=O)cc1 (configuration not stated),-10.1%,5.1%,u,1.4%,-14.3%[10 µM],-0.4%,-0.3%,-19.6%
Cc1ccnc(NS(=O)(=O)c2ccc(NC(=O)c3c(-c4ccccc4Cl)noc3C)cc2)n1,-9.6%,0.4%,3.1%,-4.8%,-2.8%[10 µM],-11.2%,-10.4%,1.4%
CCN(CC)S(=O)(=O)c1cccc(C(=O)N[C@H](C(=O)Nc2nc3ccccc3s2)C(C)C)c1,7.0%,-4.3%,-3.2%,i,-0.2%[10 µM],-1.5%,0.6%,-10.2%
CCC(=O)N1CCc2cc(S(=O)(=O)NC(CC(C)C)C(=O)NCc3ccc(C)cc3)ccc21 (configuration not stated),-3.3%,2.7%,0.7%,x,x,x,-0.6%,-8.9%
COc1ccc(NS(=O)(=O)c2ccc(NC(=S)NC(=O)c3cccnc3)cc2)nn1,-4.8%,3.1%,-13.1%,-2.0%,-92.6%[inhibitor],23.6%,-1.6%,-3.1%
Cc1ccc(C(c2sc3nc(-c4ccco4)nn3c2O)N2CCN(Cc3ccccc3)CC2)cc1 (configuration not stated),-4.3%,-11.2%,-14.8%,x,x,x,0.1%,-19.5%
O=C(C1CCCN(CCCc2ccccc2)C1)N1CCCCC1 (configuration not stated),1.6%,0.3%,0.4%,i,-2.8%[0.074 µM],2.2%,-0.3%,5.2%
Cc1ccccc1NC(=O)c1cc(N)ccc1N1CCCCC1,2.6%,-3.3%,-12.4%,-3.9%,8.1%[10 µM],-10.5%,-0.3%,-21.7%
CCOC(=O)c1c(NC(=O)CSc2n[nH]c(CNc3ccccc3)n2)sc(C)c1C,-2.1%,-28.5%,5.1%,i,19.3%[10 µM],-24.2%,0.4%,u
Cc1ccc(N2C(=O)CC(N3CCN(c4ccccn4)CC3)C2=O)cc1 (configuration not stated),3.0%,0.6%,-1.5%,17.2%,x,1.0%,-1.8%,7.5%
CCc1c(C)nc(SCC(=O)Nc2ccc3c(c2)OCCO3)[nH]c1=O,5.0%,3.6%,-11.0%,-2.0%,-13.0%[10 µM],14.8%,-1.9%,-8.7%
Brc1ccc(-c2ccc(CNCCSc3nnnn3-c3ccccc3)o2)cc1,7.2%,3.1%,u,x,x,x,-0.6%,u
COc1ccc(CC(=O)NCC2COc3ccccc3O2)cc1 (configuration not stated),-5.4%,5.2%,-5.3%,i,0.9%[10 µM],-13.7%,-2.9%,-2.5%
O=C(COc1ccc(Cl)cc1)NCc1nnc(SCC(=O)N2CCCCCC2)o1,-5.1%,-2.0%,-4.5%,-5.2%,-14.4%,x,-1.4%,-14.2%

# Not all compounds are listed. The share of hits here may be higher or lower than overall.
